HTRA1 inhibitor = HTRA1 serine protease inhibitors, primary screen, biochemical, fluorescence polarization, HTS; AID 504803, 2011; recombinant HTRA1, FP-rhodamine activity-based probe; Q92743; hit rate 0.5% among 340,000; inhibition, % at 5.96 µM; in the data active means inhibition above about 36%;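 further: 0% = enzyme with DMSO and 100% = wells lacking enzyme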
SIAE inh = human SIAE inhibitors, primary screen, biochemical, fluorescence polarization, FP-Rh probe, 1536-well HTS; Sialate O-acetylesterase (Homo sapiens), Q9HAT2; SIAE FP-Rh probe binding; inhibition, % at 9.66 µM; hit rate 0.69% among 370,000; AID 1053197, 2014;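 active means inhibition above a cutoff: mean of compounds within the control limits plus 3 SD of those, cut at about 17% in these data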;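 further: 0% = plate median of compound wells and 100% = probe without SIAE protein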
NR1D1 modulator = modulators of Rev-erb alpha DNA binding, primary screen, biochemical, FITC-DNA, fluorescence polarization, uHTS; Nuclear receptor subfamily 1 group D member 1 (Homo sapiens), P20393; Rev-erbα–FITC-DNA binding, 90 min; activity, % at 10 µM; hit rate 0.79% among 370,000;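 active means activity above about 14%, limit read from the data; passing the limit was not always enough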;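 further: 0% = DMSO wells with 35 nM protein and 100% = DMSO wells with 750 nM protein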
mABHD4 FP = ABHD4 inhibitors, primary screen, biochemical, fluorescence polarization, mouse; hit rate 0.54% among 370,000; inhibition, % at 8.92 µM; (Lyso)-N-acylphosphatidylethanolamine lipase (Mus musculus), Q8VD66; purified mABHD4, FP-Rh probe fluorescence polarization; AID 720543, 2013;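 active means inhibition exceeding the mean over every tested compound plus 3 SD, cut at about 30% in these data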;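 further: 0% = plate median of compound wells and 100% = S159A mutant with DMSO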
Target sequence (Q8VD66 whole entry, looked up): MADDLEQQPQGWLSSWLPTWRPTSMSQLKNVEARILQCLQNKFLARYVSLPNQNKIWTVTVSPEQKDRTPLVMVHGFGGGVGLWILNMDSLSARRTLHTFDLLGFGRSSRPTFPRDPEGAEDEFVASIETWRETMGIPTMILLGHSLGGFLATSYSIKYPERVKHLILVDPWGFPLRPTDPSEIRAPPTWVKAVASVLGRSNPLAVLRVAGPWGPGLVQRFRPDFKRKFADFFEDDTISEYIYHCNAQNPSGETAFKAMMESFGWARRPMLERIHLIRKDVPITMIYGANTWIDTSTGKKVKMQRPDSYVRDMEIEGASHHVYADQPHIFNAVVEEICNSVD
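Assay system: mouse ABHD4 enzyme, wild type / Also added: fluorescent activity-based probe FP-Rh / Doses: single nominal dose of 8.92 µM, 0.89% DMSO final / Timing: 45 min compound pre-incubation plus 60 min probe step, 25 °C / Signal: FP readout, ex 525 nm / em 598 nm / Control set: S159A mutant/DMSO as 100%, compound-well median as 0%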
rCAG binder = binders of r(CAG) RNA repeats, primary screen, biochemical, fluorescence. r(CAG) RNA repeat, TO-PRO-1 dye displacement fluorescence. inhibition, % at 3 µM. hit rate 1.3% among 370,000. AID 651821, 2012;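 active means inhibition above the plate cutoff, the mean of all test compounds on that plate plus 3 SD, cut at about 35% in these data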;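 further: 0% = DMSO alone and 100% = 100 µM mitoxantrone as full dye displacement; higher means more dye released from RNA so lower well fluorescence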
PG9 binder = binders of HIV-1 gp120 antibody PG9, primary screen, biochemical, TR-FRET; inhibition, % at 6.7 µM; TR-FRET gp120-PG9 antibody binding; HIV-1 gp120 / PG9 antibody interaction; hit rate 0.43% among 360,000; in the data active means inhibition above about 8.5%
LEDGF integ inh = blockers of LEDGF/p75-dependent integrase strand transfer – biochemical, TR-FRET, high throughput, primary screen | TR-FRET IN-LEDGF/p75 DNA integration, Eu/Cy5 | hit rate 0.64% among 370,000 | inhibition, % at 3.7 µM;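 active means inhibition above the screen-wide mean plus 3 SD, cut at about 13% in these data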;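 further: signal is the Cy5 over europium emission ratio at 671 and 618 nm; 0% = plate median of compound wells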
TCR-CD3 inh = inhibitors of human TCR-CD3 interaction, primary screen, biochemical, fluorescence, TAMRA-labeled TCR probe; hit rate 0.37% among 360,000; inhibition, % at 9.4 µM; AID 651800, 2012; T-cell receptor (TCR); in the data active means inhibition above about 19%;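 further: recombinant mutant TCR 2C K166C tagged with TAMRA read by polarization; 0% = receptor in buffer alone and 100% = receptor with positive control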
PRMT1 inh = PRMT1 methyltransferase inhibitors, primary screen, biochemical, fluorescence polarization; Protein arginine N-methyltransferase 1 (Homo sapiens), Q99873; recombinant PRMT1, activity-based probe fluorescence polarization; inhibition, % at 2.79 µM; hit rate 1.3% among 370,000;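 active means inhibition above about 21% made by adding two undisclosed values, limit read from the data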
Target sequence (Q99873 whole entry, looked up): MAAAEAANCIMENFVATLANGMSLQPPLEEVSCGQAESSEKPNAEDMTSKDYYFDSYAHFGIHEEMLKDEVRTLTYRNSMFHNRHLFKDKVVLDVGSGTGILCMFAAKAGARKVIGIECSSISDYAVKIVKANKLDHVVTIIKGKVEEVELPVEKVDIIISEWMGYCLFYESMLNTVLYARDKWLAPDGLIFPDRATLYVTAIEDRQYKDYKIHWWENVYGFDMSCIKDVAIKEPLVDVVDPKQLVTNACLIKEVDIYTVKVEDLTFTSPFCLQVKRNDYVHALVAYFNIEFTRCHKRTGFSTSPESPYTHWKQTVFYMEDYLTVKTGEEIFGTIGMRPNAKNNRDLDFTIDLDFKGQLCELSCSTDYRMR
TDP2 inh = human TDP2 enzyme inhibitors, primary screen, biochemical, epi absorbance, recombinant enzyme | inhibition, % at 12.8 µM | Tyrosyl-DNA phosphodiesterase 2 (Homo sapiens), O95551 | T5PNP hydrolysis, p-nitrophenol absorbance 415 nm | hit rate 0.34% among 370,000;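 active means inhibition above the mean of all tested compounds plus 3 SD, set per campaign, cut at about 25% in these data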;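 further: 0% = DMSO with enzyme and 100% = buffer with substrate but no TDP2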
Target sequence (O95551 whole entry, looked up): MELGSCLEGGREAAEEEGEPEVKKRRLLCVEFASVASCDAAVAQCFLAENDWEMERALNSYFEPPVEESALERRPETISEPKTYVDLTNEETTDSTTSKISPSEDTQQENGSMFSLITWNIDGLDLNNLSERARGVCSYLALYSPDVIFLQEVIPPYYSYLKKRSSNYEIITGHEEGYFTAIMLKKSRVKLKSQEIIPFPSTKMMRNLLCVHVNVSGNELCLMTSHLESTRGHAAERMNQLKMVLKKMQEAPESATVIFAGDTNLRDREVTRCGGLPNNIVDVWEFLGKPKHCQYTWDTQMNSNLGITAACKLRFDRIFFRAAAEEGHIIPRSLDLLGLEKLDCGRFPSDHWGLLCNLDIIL
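test system = human TDP2 enzyme | input = TDP2 enzyme at 120 nM final | medium = 50 mM Tris-HCl pH 7.5 with Mg2+, KCl, DTT, BSA | also added = T5PNP substrate, 5 mM | times = 2 h at 37 °C | technique = epi absorbance | benchmarks = high control without enzyme, low control DMSO plus TDP2 | replication = each compound tested once, singlicate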
Starred values were filed as active, the others as inactive. Not all compounds are listed. The share of hits here may be higher or lower than overall.

Screening O=C1C=CN(Cc2ccccc2)C(c2ccccc2)C1 (stereo not given) returned HTRA1 inhibitor -2, SIAE inh -2, NR1D1 modulator -2, mABHD4 FP -4, rCAG binder 5, PG9 binder -0.8, LEDGF integ inh -2, TCR-CD3 inh -2, PRMT1 inh 3 and TDP2 inh -12.
Cc1ccc(CN2C(=O)CSCC2(C)C(=O)NCc2ccccc2)cc1 (stereo not given) was read as SIAE inh -3, NR1D1 modulator 2, mABHD4 FP -11, rCAG binder 1, PG9 binder -0.7, LEDGF integ inh 6, TCR-CD3 inh 2, PRMT1 inh -1 and TDP2 inh -5.
CCN1CCN(c2ccc(Cl)cc2NC(=O)c2ccc(-n3nc(C)cc3C)cc2)CC1 was read as HTRA1 inhibitor -16, SIAE inh -8, NR1D1 modulator -3, mABHD4 FP 3, rCAG binder 1, PG9 binder -1.3, LEDGF integ inh 3, TCR-CD3 inh -2, PRMT1 inh 2 and TDP2 inh 4.
For CC1CCCCC12NC(=O)N(CC(=O)Nc1sccc1C(N)=O)C2=O (stereo not given) the results were HTRA1 inhibitor -5, SIAE inh -4, NR1D1 modulator 11, mABHD4 FP -4, rCAG binder 11, PG9 binder 0.3, LEDGF integ inh -3, TCR-CD3 inh 9, PRMT1 inh 11 and TDP2 inh -8.
For O=C(O)CCC(=O)NNC(=O)c1cccs1 the results were HTRA1 inhibitor -3, SIAE inh 4, NR1D1 modulator 1, mABHD4 FP 1, rCAG binder -2, PG9 binder -1.6, LEDGF integ inh 0, TCR-CD3 inh -3, PRMT1 inh 6 and TDP2 inh 4.
Screening O=C(Nc1ccc(N2CCN(c3ccc(O)cc3)CC2)cc1)Oc1ccccc1 returned HTRA1 inhibitor 12, SIAE inh 7, NR1D1 modulator 2, mABHD4 FP 15, rCAG binder 4, PG9 binder -1.0, LEDGF integ inh 3, TCR-CD3 inh 6, PRMT1 inh 6 and TDP2 inh -1.
`CCc1ccc(OCC(=O)NNC(=O)Cc2ccc(S(=O)(=O)N3CCOCC3)s2)cc1` gave HTRA1 inhibitor -2, SIAE inh 0, NR1D1 modulator -2, mABHD4 FP 2, rCAG binder 18, PG9 binder 0.1, LEDGF integ inh 2, TCR-CD3 inh 2, PRMT1 inh -3 and TDP2 inh 0.
`O=S(=O)(c1ccc(Oc2ccc(-c3nnco3)cc2)nc1)N1CCC(Cc2ccccc2)CC1` gave HTRA1 inhibitor 6, SIAE inh 1, NR1D1 modulator -31, mABHD4 FP 3, rCAG binder 2, PG9 binder -0.2, LEDGF integ inh -1, TCR-CD3 inh -7, PRMT1 inh 0 and TDP2 inh 2.
CCCS(=O)(=O)N1CCC(C(=O)NCCCN2CCCC2=O)CC1 was read as HTRA1 inhibitor -4, SIAE inh 1, NR1D1 modulator 0, mABHD4 FP -6, rCAG binder 1, PG9 binder -0.9, LEDGF integ inh 2, TCR-CD3 inh 0, PRMT1 inh -3 and TDP2 inh -4.
CS(=O)(=O)N1CCC(c2noc(-c3ccc(C(F)(F)F)cc3)n2)CC1 was read as HTRA1 inhibitor -4, SIAE inh 28*, NR1D1 modulator 0, mABHD4 FP -2, rCAG binder -1, PG9 binder -4.0, LEDGF integ inh 2, TCR-CD3 inh -1, PRMT1 inh -1 and TDP2 inh -4.
Screening CCOc1ccc2nc(SCC(=O)N(C)C)[nH]c2c1 returned HTRA1 inhibitor 1, SIAE inh 5, NR1D1 modulator -8, mABHD4 FP 4, rCAG binder 1, PG9 binder -3.0, LEDGF integ inh -4, TCR-CD3 inh 1, PRMT1 inh -1 and TDP2 inh -7.
O=C(NN1CCOCC1)c1ccc(F)cc1 was read as HTRA1 inhibitor -4, SIAE inh 0, NR1D1 modulator 0, mABHD4 FP 1, rCAG binder 1, PG9 binder -0.3, LEDGF integ inh 1, TCR-CD3 inh 13, PRMT1 inh 1 and TDP2 inh 13.
For Cc1cccc2c1OCC/C2=N\NC(=O)COc1ccccc1 the results were HTRA1 inhibitor -5, SIAE inh 8, NR1D1 modulator 2, mABHD4 FP 3, rCAG binder -1, PG9 binder 1.5, LEDGF integ inh 4, TCR-CD3 inh -1, PRMT1 inh -1 and TDP2 inh -2.
CC(C)(C)C(=O)[C@H]1[C@H](c2ccccc2)[C@@]2(N=C(c3ccccc3)OC2=O)C2c3ccccc3C=NN21 (stereo not given in full) was read as HTRA1 inhibitor -13, SIAE inh 3, NR1D1 modulator 4, mABHD4 FP -1, rCAG binder 13, PG9 binder 0.0, LEDGF integ inh 5, TCR-CD3 inh -2, PRMT1 inh 9 and TDP2 inh 1.
Screening O=C(Nc1ccc([N+](=O)[O-])cc1)N1CCN(C(=O)C2CCCO2)CC1 (stereo not given) returned HTRA1 inhibitor 4, SIAE inh 2, NR1D1 modulator -1, mABHD4 FP 9, rCAG binder -1, PG9 binder -1.3, LEDGF integ inh -2, TCR-CD3 inh 9, PRMT1 inh 0 and TDP2 inh 12.

2 compounds drawn at random from the list so far:
CCCS(=O)(=O)N1CCC(C(=O)NCCCN2CCCC2=O)CC1 was read as HTRA1 inhibitor -4, SIAE inh 1, NR1D1 modulator 0, mABHD4 FP -6, rCAG binder 1, PG9 binder -0.9, LEDGF integ inh 2, TCR-CD3 inh 0, PRMT1 inh -3 and TDP2 inh -4.
CC(C)(C)C(=O)[C@H]1[C@H](c2ccccc2)[C@@]2(N=C(c3ccccc3)OC2=O)C2c3ccccc3C=NN21 (stereo not given in full) was read as HTRA1 inhibitor -13, SIAE inh 3, NR1D1 modulator 4, mABHD4 FP -1, rCAG binder 13, PG9 binder 0.0, LEDGF integ inh 5, TCR-CD3 inh -2, PRMT1 inh 9 and TDP2 inh 1.

Next results
Oc1ccc(/C=C/c2ccc3cccc(O)c3n2)cc1Br was read as HTRA1 inhibitor 34, SIAE inh 14, NR1D1 modulator -2, mABHD4 FP 5, rCAG binder 50*, PG9 binder -2.6, LEDGF integ inh -4, TCR-CD3 inh 0, PRMT1 inh -1 and TDP2 inh -5.
O=C(NCc1cccc(C(F)(F)F)c1)C1C(=O)Nc2ccccc2C(=O)N1C1CCCC1 (stereo not given) was read as SIAE inh -7, NR1D1 modulator -3, mABHD4 FP 0, rCAG binder 0, PG9 binder -0.6, LEDGF integ inh -1, TCR-CD3 inh 7, PRMT1 inh -2 and TDP2 inh -7.
`Cc1nnc(SCC(=O)NCc2ccc(F)cc2)[nH]c1=O` gave HTRA1 inhibitor 2, SIAE inh 8, NR1D1 modulator 0, mABHD4 FP 4, rCAG binder -1, PG9 binder 0.0, LEDGF integ inh 0, TCR-CD3 inh 6, PRMT1 inh -3 and TDP2 inh -3.
CCOc1ccc(NC(=O)CN(C)c2ccc(S(=O)(=O)N(C(C)C)C(C)C)cn2)cc1OCC was read as HTRA1 inhibitor 1, SIAE inh 8, NR1D1 modulator -1, mABHD4 FP -1, rCAG binder -4, PG9 binder -2.1, LEDGF integ inh -1, TCR-CD3 inh 2, PRMT1 inh 0 and TDP2 inh -4.
CC(C)CN(CC(C)C)S(=O)(=O)N1CCC(C(=O)NC2CCCCCCC2)CC1 was read as HTRA1 inhibitor 2, SIAE inh -1, NR1D1 modulator -4, mABHD4 FP -1, rCAG binder 0, PG9 binder -1.2, LEDGF integ inh 0, TCR-CD3 inh 2, PRMT1 inh 1 and TDP2 inh -11.
`COc1ccc(CN2CCN(Cc3cccc(F)c3)CC2)cc1OC` gave HTRA1 inhibitor -4, SIAE inh 8, NR1D1 modulator 3, mABHD4 FP 22, rCAG binder -1, PG9 binder 0.7, LEDGF integ inh 2, TCR-CD3 inh -4, PRMT1 inh 8 and TDP2 inh 7.
`O=C(Nc1ccc(N2CCN(C(=O)c3ccco3)CC2)c(Cl)c1)c1cc2ccccc2o1` gave HTRA1 inhibitor -49, SIAE inh -15, NR1D1 modulator 3, mABHD4 FP -21, rCAG binder 6, PG9 binder 0.4, LEDGF integ inh -3, TCR-CD3 inh 6, PRMT1 inh -3 and TDP2 inh 9.
For CC1CCCC(NC(=O)CN2C(=O)c3cccnc3Oc3ccc(Cl)cc32)C1C (stereo not given) the results were HTRA1 inhibitor -6, SIAE inh -5, NR1D1 modulator -8, mABHD4 FP -9, rCAG binder -2, PG9 binder -1.8, LEDGF integ inh 2, TCR-CD3 inh 13, PRMT1 inh 4 and TDP2 inh 8.
For COc1ccc(/C=N/Nc2c(Cl)cc(Cl)cc2Cl)cc1CN1CCOCC1 the results were HTRA1 inhibitor -22, SIAE inh -5, NR1D1 modulator 2, mABHD4 FP 3, rCAG binder 5, PG9 binder -1.2, LEDGF integ inh 4, TCR-CD3 inh 2, PRMT1 inh 1 and TDP2 inh -1.
CC(=O)NC(c1ccccc1)c1nc(-c2cccc(C(=O)O)c2)cs1 (stereo not given) was read as SIAE inh 8, NR1D1 modulator -6, mABHD4 FP -5, rCAG binder 3, PG9 binder -1.2, LEDGF integ inh 0, TCR-CD3 inh -1, PRMT1 inh -2 and TDP2 inh 2.
For COc1ccc(-c2noc(CSc3nc4ccccc4c(=O)n3-c3ccc(C)cc3)n2)cc1 the results were HTRA1 inhibitor 3, SIAE inh -1, NR1D1 modulator 2, mABHD4 FP -4, rCAG binder 4, PG9 binder 0.1, LEDGF integ inh 4, TCR-CD3 inh 11, PRMT1 inh -3 and TDP2 inh 2.
Screening CCC1(C)CC(=O)N(c2ccc(F)c(Cl)c2)C(=O)C1 returned HTRA1 inhibitor -2, SIAE inh -6, NR1D1 modulator 1, mABHD4 FP -1, rCAG binder 0, PG9 binder -2.0, LEDGF integ inh 8, TCR-CD3 inh -1, PRMT1 inh -5 and TDP2 inh -11.
`CC1=C(C(=O)OCC2CCCO2)C(c2ccc(O)cc2)NC(=O)N1` (stereo not given) gave HTRA1 inhibitor 7, SIAE inh 4, NR1D1 modulator -1, mABHD4 FP 2, rCAG binder 1, PG9 binder 0.1, LEDGF integ inh -3, TCR-CD3 inh -2, PRMT1 inh 0 and TDP2 inh -2.
Screening COc1ccc(N(CC(=O)Nc2ccccc2OC)S(=O)(=O)c2ccc(OC)c(OC)c2)cc1 returned HTRA1 inhibitor -11, SIAE inh -1, NR1D1 modulator 0, mABHD4 FP 4, rCAG binder 0, PG9 binder 0.0, LEDGF integ inh 0, TCR-CD3 inh 6, PRMT1 inh -3 and TDP2 inh -6.
`COc1ccc(S(=O)(=O)N2CCN(C)CC2)cc1Br` gave HTRA1 inhibitor -4, SIAE inh -3, NR1D1 modulator 5, mABHD4 FP 1, rCAG binder 0, PG9 binder 1.0, LEDGF integ inh -1, TCR-CD3 inh 0, PRMT1 inh -3 and TDP2 inh 1.

Source: PubChem (several laboratories)
